Wnt act: activates Wnt/beta-catenin signaling in a reporter cell assay | hit rate 1.2% among 300,000 | activator, plate reader | activation, % at 9.35 µM; in the data active = activation above about 30%, passing the limit was not always enough; inconclusive = no clear call, values can overlap the other calls;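 note: 0% = neutral control wells and 100% = positive control wells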
Rtt109 HAT inh: blocks Candida albicans Rtt109/Vps75 acetyltransferase activity | inhibition, % at 34.9 µM | Q5AAJ8 | AID 540336 | purified Rtt109/Vps75, ThioGlo CoA-SH fluorescence, 4 h | hit rate 0.16% among 330,000;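 active = inhibition of at least 50% in every replicate; inconclusive = best replicate reaches 50% inhibition but some replicates fall short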
Target sequence (Q5AAJ8 whole entry, looked up): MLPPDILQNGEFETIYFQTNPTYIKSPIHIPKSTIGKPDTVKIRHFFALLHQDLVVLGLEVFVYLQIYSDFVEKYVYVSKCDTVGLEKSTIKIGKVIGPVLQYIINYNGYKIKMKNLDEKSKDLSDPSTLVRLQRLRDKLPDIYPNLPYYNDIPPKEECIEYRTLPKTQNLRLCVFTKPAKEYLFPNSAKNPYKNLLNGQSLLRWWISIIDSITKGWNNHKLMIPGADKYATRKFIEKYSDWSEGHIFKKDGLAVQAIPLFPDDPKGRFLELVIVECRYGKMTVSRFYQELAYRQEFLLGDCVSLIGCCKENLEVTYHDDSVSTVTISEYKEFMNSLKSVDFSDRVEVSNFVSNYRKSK
RTF Ca sens act: cardiac RTF calcium sensitization; P19429+P45379; IANBD-labeled TnC RTF fluorescence at EC20 calcium; 0% EC20 calcium, 100% full calcium; activation, % at 7.2 µM; hit rate 0.24% among 340,000;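 active = activation above the mean over all tested compounds plus 3 SD, cut at about 30% in these data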;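 note: rise in fluorescence read as greater calcium sensitivity of cardiac thin filaments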
dFosB activator: activators of mouse delta FosB homodimer. activation, % at 25 µM. purified delta FosB, TAMRA-CDK5 oligo fluorescence polarization; percent of positive-control signal above neutral wells. AID 493131. P13346. hit rate 0.99% among 340,000;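 active = mean activation above about 17%, with every replicate also reaching it, limit read from the data, passing the limit was not always enough; inconclusive = only one of the two conditions met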;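 note: fluorescence polarization rise as delta FosB binds a TAMRA Cdk5 AP-1 oligo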
V-ATPase pHluor: regulators of yeast V-ATPase proton transport; S. cerevisiae, pHLuorin cytosolic pH fluorescence; response, % at 10 µM; hit rate 0.37% among 350,000; in the data active = response mostly above about 7.3%, no sharp cut-off; inactive = mostly below about 5.4%; note: actives read high; inactives centre near 0; some compounds called inactive have numbers as strong as hits; reference of the scale not given here
Tat export inh: E. coli Tat transport inhibition; hit rate 0.036% among 340,000; inhibition, % at 10 µM; E. coli MC4100 TorA-mCherry Tat export, fluorescence;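 active = mean replicate inhibition at least 50% and at least half of replicates individually reaching 50%; inconclusive = only one of the two criteria met; inactive = neither criterion met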;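 note: exported cargo escapes ClpAP degradation while cytoplasmic cargo is degraded and loses fluorescence; 0% = median of neutral control wells and 100% = median of NaSCN control wells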
CAL PDZ FP-1: blocks peptide binding to human CAL PDZ domain | Q9HD26 | purified CAL PDZ, TMR-peptide fluorescence polarization, 1 h | inhibition, % at 20 µM | hit rate 0.02% among 330,000 | AID 504414;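 active = highest replicate inhibition of at least 40%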;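 note: plate controls were DMSO neutral control wells for no effect and unlabeled competitor peptide control wells for full effect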
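Assay system – tagged CAL PDZ protein CerCALP, purified · Timing – 1 h at RT · Compound – single point, 20 µM · Measured by – fluorescence polarization from S- and P-plane intensities, G-factor corrected · Evaluation – inhibition from polarization loss · Probe or stimulus – TMR reporter peptide T*-PRC34 · Buffer or medium – pH 7.4 phosphate-saline buffer, reducing agent, detergent, IgG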
CDK5 inh: blocks human CDK5/p35 kinase activity; Q00535+Q15078; Recombinant CDK5/p35, ADP-Glo luminescence, 60 min; inhibition, % at 10 µM; hit rate 0.01% among 330,000; AID 488839;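 active = highest replicate inhibition of at least 50% and at least 75% of replicates reaching 50%; inconclusive = only one of the two criteria met; inactive = both criteria failed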;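 note: plate controls were DMSO neutral control for no effect and GW8510 at 10 µM for full effect; many of its hits are not listed in these tables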
Target sequence (Q00535 whole entry, looked up): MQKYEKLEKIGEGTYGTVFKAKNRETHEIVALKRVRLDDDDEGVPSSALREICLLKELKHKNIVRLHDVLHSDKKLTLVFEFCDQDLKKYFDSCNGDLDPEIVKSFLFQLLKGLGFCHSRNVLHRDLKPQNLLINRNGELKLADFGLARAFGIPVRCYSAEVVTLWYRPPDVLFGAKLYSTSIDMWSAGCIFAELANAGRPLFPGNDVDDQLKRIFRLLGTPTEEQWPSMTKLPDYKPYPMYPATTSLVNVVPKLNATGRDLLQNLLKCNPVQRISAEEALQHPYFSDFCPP
Target sequence (Q15078 whole entry, looked up): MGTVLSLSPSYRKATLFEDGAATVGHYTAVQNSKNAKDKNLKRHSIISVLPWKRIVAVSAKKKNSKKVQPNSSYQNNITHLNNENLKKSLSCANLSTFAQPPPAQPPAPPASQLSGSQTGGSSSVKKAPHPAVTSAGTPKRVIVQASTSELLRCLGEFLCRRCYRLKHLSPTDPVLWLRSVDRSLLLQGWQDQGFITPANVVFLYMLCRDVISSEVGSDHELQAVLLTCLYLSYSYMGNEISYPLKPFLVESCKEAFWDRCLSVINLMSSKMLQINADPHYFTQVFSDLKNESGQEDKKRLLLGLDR
MITF TRPM1 HTS: increases MITF-driven TRPM1 promoter luciferase signal; hit rate 0.75% among 300,000; activation, % at 12.5 µM; SK-MEL-5 TRPM1-promoter luciferase, 24 h; % of positive control, neutral wells = 0;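 active = mean activation of at least 80% with every replicate also reaching 80%; inconclusive = mean reaches 80% but some replicate falls short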;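 note: 0% = neutral control wells and 100% = parthenolide positive control wells; values of inactives mirror those of a sister screen read the other way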
CAL PDZ FP-2: blocks peptide binding to the human CAL PDZ domain; Q9HD26; purified CAL PDZ, TMR-peptide fluorescence polarization, 1 h; inhibition, % at 24.9 µM; hit rate 0.92% among 300,000; AID 602252;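 active = mean inhibition of at least 30% with at least half of replicates also reaching 30%; inconclusive = no clear call, values can overlap the other calls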;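 note: 0% = DMSO neutral control and 100% = excess unlabeled competitor peptide PRC23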
An asterisk follows results filed as active; ? = inconclusive; / = no result given. Not a hit list; about 4.1% have a hit in one of these screens.

SMILES | Wnt act | Rtt109 HAT inh | RTF Ca sens act | dFosB activator | V-ATPase pHluor | Tat export inh | CAL PDZ FP-1 | CDK5 inh | MITF TRPM1 HTS | CAL PDZ FP-2
CCn1nccc1C(=O)Nc1nc2ccccc2n1CCN1CCCCC1 | / | 7 | 14 | -4 | 0 | -1 | -2.8 | -0.7 | 9 | 0
COc1ccc(N2C(=O)C(Cl)=C(Nc3ccc(OC)cc3OC)C2=O)cc1 | 1 | / | 6 | -4 | 0 | 1 | 0.0 | -0.5 | 8 | -5
COc1ccc(OCC(=O)NC2CCSc3ccccc32)cc1 (stereo unspecified) | 2 | 4 | -4 | -5 | -1 | -1 | -0.1 | -0.4 | 1 | /
CC(=O)N(CC1CCCO1)c1nnc(-c2ccccn2)s1 (stereo unspecified) | / | -2 | 5 | 1 | 8 | 1 | 0.8 | -0.3 | 20 | -2
C=CCOc1c(CNc2ccc(C(=O)O)cc2)cccc1OCC | / | -2 | 2 | -9 | 1 | -2 | -1.9 | -3.2 | 65 | /
CC(=O)Nc1ccc(Oc2ncccn2)c(Cl)c1 | / | 9 | -2 | -10 | -7 | 4 | -0.5 | 2.6 | 1 | -3
Cc1ccccc1OCC(=O)Nc1ccc(S(=O)(=O)Nc2onc(C)c2C)cc1 | -1 | 6 | -2 | 0 | -3 | ? | -0.3 | -0.6 | 15 | -11
CC1CCCN(C(C(=O)NC2CCCCC2)c2cc3c(cc2[N+](=O)[O-])OCO3)C1 (stereo unspecified) | 3 | -19 | 5 | -5 | 12 | 0 | 0.5 | 0.7 | 10 | 1
CCc1ccccc1NC(=O)N[C@H](C(=O)O)C(C)CC (stereo partly specified) | / | -13 | 0 | 0 | 1 | -3 | -1.3 | 1.1 | -8 | -1
O=C(CSc1nc(-c2ccccc2)nc2ccccc12)Nc1cccc(C(=O)O)c1 | 1 | 1 | / | -32 | 5 | 4 | -0.9 | 0.2 | -8 | 5
Cc1c(Cl)cnc(NC(=O)CSc2n[nH]c(N)n2)c1Cl | -3 | 5 | 2 | -2 | -8 | -3 | 0.4 | 2.5 | 13 | -2
O=C(NCc1ccco1)C1CCN(S(=O)(=O)N2CCC3(CC2)OCCO3)CC1 | / | 2 | 2 | -4 | 4 | 8 | -0.4 | -1.1 | 10 | 0
O=C(CNC(=O)c1ccc(Cl)cc1Cl)OC1CCCCC1=O (stereo unspecified) | 8 | -7 | 0 | -4 | 1 | -9 | -0.5 | -0.3 | -6 | /
Cc1sc(NC(=O)CSc2nc(O)cc(=O)[nH]2)nc1-c1ccccc1 | -5 | 24 | 2 | -1 | 0 | -9 | -0.8 | -0.2 | 8 | 3
CCOC(=O)Nc1ccc2c(c1)N(C(=O)CNC)c1ccccc1CC2 | -1 | -5 | 1 | -7 | -2 | 2 | / | -2.0 | -4 | -4
CN1CC2([N+](=O)[O-])CC=C(OCCO)C([N+](=O)[O-])(C1)C2 (stereo unspecified) | 13 | 12 | 1 | -9 | 4 | 4 | -1.5 | -0.6 | 3 | 0
COc1cc(CC(=O)Nc2cccc(C(F)(F)F)c2)cc(OC)c1OC | -3 | -3 | 7 | 0 | -4 | 11 | -1.5 | -1.3 | 0 | -2
Cn1c(=O)c2c(nc(CN3CCc4ccccc4C3)n2Cc2cccc(Cl)c2)n(C)c1=O | -5 | -4 | -3 | 15 | -1 | 6 | -1.9 | -1.1 | / | /
CCOc1ccc(N(CC(=O)NC2CCCCCC2)S(=O)(=O)c2c(C)[nH]c(=O)[nH]c2=O)cc1 | -4 | -16 | 1 | -5 | 1 | -3 | 0.9 | 0.9 | 6 | /
CCc1ccc(C(=O)CCC2CCCCC2=O)cc1 (stereo unspecified) | / | 7 | -3 | -3 | 0 | -4 | -1.6 | 0.3 | 89* | -2
O=C(CSc1n[nH]c(=O)n1-c1ccccc1)Nc1ccccc1C(F)(F)F | 2 | 3 | 1 | -4 | 1 | 2 | -1.2 | -0.2 | -14 | -4
c1ccc(Cn2nnnc2CN2CCOCC2)cc1 | -9 | 4 | -9 | 6 | 4 | -1 | 0.2 | 0.0 | -14 | 1
Cc1cccc(-n2c(O)c(C=Nc3ccccc3-c3n[nH]c(=S)[nH]c3=O)c3ccccc3c2=O)n1 | 0 | 16 | 1 | -6 | 2 | 9 | -0.9 | -0.6 | -1 | 2
O=C(O)c1cccc(NC(=O)C2C3C=CC(C3)C2C(=O)O)c1 (stereo unspecified) | -1 | 2 | 3 | -3 | 2 | -1 | -0.7 | -0.2 | 11 | -1
COc1ccc(S(=O)(=O)N2CCCCCC2)cc1C(=O)N(C)Cc1cccc(OC)c1OC | -7 | 8 | -10 | 1 | 1 | -9 | -0.9 | -0.7 | -9 | /
Cc1ccc(C)c(S(=O)(=O)N2CCC(c3nc4c(nnn4Cc4ccc(F)cc4)c(=O)[nH]3)CC2)c1 | -9 | -1 | 1 | -6 | -3 | 7 | / | 0.2 | -4 | -3
C/C(=N\NC(=S)Nc1ccc(C(C)C)cc1)c1ccc2c(c1)OCO2 | 3 | -4 | 7 | -9 | 2 | 7 | -0.5 | 1.1 | 36 | -5
CC(=O)NC1(C(F)(F)F)C(=O)N(Cc2ccccc2)C2=C1C(=O)CC(C)(C)C2 (stereo unspecified) | / | / | 1 | 5 | 2 | -1 | -1.1 | -0.8 | / | -1
Cc1nnc(SCC(=O)Nc2ccc3c4c(cccc24)CC3)n1C | / | -2 | 2 | -3 | 3 | 0 | -0.2 | -2.3 | -6 | -5
CCCc1ccc2c(N)c(C#N)sc2n1 | 4 | 0 | 4 | 0 | 3 | -5 | -2.0 | -0.6 | 30 | -1
COc1cccc(/C=N/NC(=O)c2ccc3nc[nH]c3c2)c1 | 0 | -4 | -4 | -19 | 5 | 3 | 0.0 | 1.0 | 8 | -1
CCOC(=O)C1CCN(C(=O)c2ccccc2NS(=O)(=O)c2ccc(F)cc2)CC1 | -1 | 2 | -3 | -3 | -4 | 0 | 0.1 | 0.2 | 3 | 0
O=C(NCCO)c1ccc2c3n(nc2c1)-c1ccc(Cl)cc1CO3 | 51* | -2 | -2 | 10 | -1 | 3 | -2.9 | 0.6 | 84* | -3
Cc1ccc2c(c1)N(CC(=O)NCCc1c[nH]c3ccccc13)C(=O)CO2 | / | -3 | 14 | -9 | -3 | -2 | -2.2 | -0.9 | 4 | /
Cn1c(SCC(=O)C(C)(C)C)nnc1-c1ccncc1 | / | -5 | -2 | -5 | 3 | 17 | -1.2 | -0.6 | -15 | /
Cc1nn(Cc2c(Cl)cccc2Cl)c(C)c1NC(=O)c1cc(C(C)C)on1 | -15 | 1 | 8 | 1 | -2 | -4 | -0.3 | 0.1 | -1 | -3
O=C1Nc2ccc(Br)cc2C1(O)Cc1ccccn1 (stereo unspecified) | -3 | -8 | -6 | -11 | 2 | 10 | -2.8 | 1.0 | -11 | 0
COc1ccc(S(=O)(=O)N/N=C\c2ccccc2F)cc1 | 3 | 18 | 2 | -7 | -5 | -5 | -0.9 | 2.0 | 7 | -5
CCc1cccc2c(N=O)c(O)[nH]c12 | -2 | 7 | 7 | 1 | -2 | 29 | -1.4 | 0.6 | -4 | 1
CC1(C)Cc2c(sc3ncn4c(=S)[nH]nc4c23)CO1 | -1 | 11 | 0 | -4 | -2 | -6 | -1.0 | 2.2 | -5 | -3

2 entries from above in another layout.
mol	Wnt act	Rtt109 HAT inh	RTF Ca sens act	dFosB activator	V-ATPase pHluor	Tat export inh	CAL PDZ FP-1	CDK5 inh	MITF TRPM1 HTS	CAL PDZ FP-2
COc1cccc(/C=N/NC(=O)c2ccc3nc[nH]c3c2)c1	0	-4	-4	-19	5	3	0.0	1.0	8	-1
CCOC(=O)C1CCN(C(=O)c2ccccc2NS(=O)(=O)c2ccc(F)cc2)CC1	-1	2	-3	-3	-4	0	0.1	0.2	3	0

Following part:
SMILES | Wnt act | Rtt109 HAT inh | RTF Ca sens act | dFosB activator | V-ATPase pHluor | Tat export inh | CAL PDZ FP-1 | CDK5 inh | MITF TRPM1 HTS | CAL PDZ FP-2
CCN(CC)CCNC(=O)c1cc2c(=O)n(CC)c3ccccc3c2s1 | 5 | / | 2 | -41 | 4 | -1 | -2.2 | -1.7 | 10 | -7
Clc1ccc(/C=N/Nc2ncnc3ccccc23)cc1Cl | ? | / | -1 | 5 | 1 | -5 | -2.5 | -0.1 | / | 0
CCn1c(=O)c2cc(C(=O)NCC(OC)OC)sc2c2ccccc21 | 4 | 0 | -5 | -29 | 0 | -3 | -1.1 | 2.0 | -5 | -3
COc1ccc(C2/C(=C(/O)c3ccc4c(c3)CC(C)O4)C(=O)C(=O)N2Cc2ccncc2)cc1 (stereo unspecified) | -1 | 14 | 2 | -1 | -1 | 2 | -2.3 | / | -9 | -4
CC1CCN(c2c(NCc3ccc(C(=O)NCc4ccco4)cc3)c(=O)c2=O)CC1 | 0 | 1 | 4 | -4 | 5 | 17 | 0.0 | 0.0 | 6 | /
COC(=O)c1ccccc1NC(=O)C1CCN(S(C)(=O)=O)CC1 | / | -9 | 3 | -5 | -2 | -4 | -0.7 | -0.7 | -9 | 0
O=C(O)COc1ccc(Br)cc1C(c1c(C(=O)O)[nH]c2ccccc12)c1c(C(=O)O)[nH]c2ccccc12 | / | -2 | -6 | -1 | 2 | -8 | 1.5 | -8.2 | / | 1
C=CCN1C(=O)c2ccc(C(=O)Nc3ccccn3)cc2C1=O | 1 | 2 | 3 | -2 | 2 | -10 | -0.6 | 0.2 | 11 | -5
COc1cccc(C2c3c(oc4ccccc4c3=O)C(=O)N2CCCN2CCOCC2)c1 (stereo unspecified) | -2 | 1 | 5 | -1 | 4 | 29 | 0.4 | -9.4 | -6 | /
S=C(Nc1cccc(Cl)c1)Nc1cccc2cnccc12 | / | -3 | -6 | -9 | 2 | -2 | -1.0 | 1.6 | -9 | -2
COc1ccc(CC(=O)NCC2CCCN(Cc3ccc(SC)cc3)C2)cc1 (stereo unspecified) | -5 | 2 | -4 | -4 | 1 | 1 | -1.3 | -1.7 | / | -2
O=C(N/N=C/c1cccs1)C(=O)Nc1cccc(Cl)c1 | 15 | / | 0 | -4 | -2 | 5 | -2.7 | -0.1 | 14 | 1
O=C(N[C@@H](Cc1ccccc1)C(=O)NC1CCCCCC1)c1ccco1 | / | 22 | 0 | -11 | 0 | -6 | 0.2 | -0.7 | ? | -5
CC1(c2ccc3c(c2)OCO3)NC(=O)N(CC(=O)NCCC2=CCCCC2)C1=O (stereo unspecified) | / | 3 | 1 | 0 | 4 | -5 | -0.1 | 0.6 | -18 | 3
O=C(CSc1nnc2c(n1)[nH]c1ccccc12)Nc1ccc2c(c1)OCO2 | / | -5 | 3 | -7 | 1 | 0 | -2.9 | -0.9 | 8 | /
COc1ccccc1NC(=O)Nc1ccc(Cl)c(S(=O)(=O)Nc2ccccc2OC)c1 | -5 | 7 | -1 | 5 | 2 | 4 | -0.1 | -0.5 | 11 | -3
O=C(c1ccc(S(=O)(=O)Nc2ccccc2)cc1)N1CCC1 | 1 | -3 | -1 | 4 | 2 | -2 | 0.3 | -0.6 | 9 | -2
